# BLM inh – Bloom syndrome helicase (human) inhibition; P54132; recombinant BLM DNA unwinding, fluorescence dequenching; Potency, µM (doses to about 56.1 µM), for the others: top-dose activity change, negative = inhibition, usual class: inhibitors; hit rate 0.2% among 350,000; AID 2528;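 further: potency means the concentration at half of the fitted maximal effect; plate controls were vehicle for no effect and no enzyme for full effect; nearly all actives have a fitted effect of over 35% in size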
# Target sequence (P54132 whole entry, looked up): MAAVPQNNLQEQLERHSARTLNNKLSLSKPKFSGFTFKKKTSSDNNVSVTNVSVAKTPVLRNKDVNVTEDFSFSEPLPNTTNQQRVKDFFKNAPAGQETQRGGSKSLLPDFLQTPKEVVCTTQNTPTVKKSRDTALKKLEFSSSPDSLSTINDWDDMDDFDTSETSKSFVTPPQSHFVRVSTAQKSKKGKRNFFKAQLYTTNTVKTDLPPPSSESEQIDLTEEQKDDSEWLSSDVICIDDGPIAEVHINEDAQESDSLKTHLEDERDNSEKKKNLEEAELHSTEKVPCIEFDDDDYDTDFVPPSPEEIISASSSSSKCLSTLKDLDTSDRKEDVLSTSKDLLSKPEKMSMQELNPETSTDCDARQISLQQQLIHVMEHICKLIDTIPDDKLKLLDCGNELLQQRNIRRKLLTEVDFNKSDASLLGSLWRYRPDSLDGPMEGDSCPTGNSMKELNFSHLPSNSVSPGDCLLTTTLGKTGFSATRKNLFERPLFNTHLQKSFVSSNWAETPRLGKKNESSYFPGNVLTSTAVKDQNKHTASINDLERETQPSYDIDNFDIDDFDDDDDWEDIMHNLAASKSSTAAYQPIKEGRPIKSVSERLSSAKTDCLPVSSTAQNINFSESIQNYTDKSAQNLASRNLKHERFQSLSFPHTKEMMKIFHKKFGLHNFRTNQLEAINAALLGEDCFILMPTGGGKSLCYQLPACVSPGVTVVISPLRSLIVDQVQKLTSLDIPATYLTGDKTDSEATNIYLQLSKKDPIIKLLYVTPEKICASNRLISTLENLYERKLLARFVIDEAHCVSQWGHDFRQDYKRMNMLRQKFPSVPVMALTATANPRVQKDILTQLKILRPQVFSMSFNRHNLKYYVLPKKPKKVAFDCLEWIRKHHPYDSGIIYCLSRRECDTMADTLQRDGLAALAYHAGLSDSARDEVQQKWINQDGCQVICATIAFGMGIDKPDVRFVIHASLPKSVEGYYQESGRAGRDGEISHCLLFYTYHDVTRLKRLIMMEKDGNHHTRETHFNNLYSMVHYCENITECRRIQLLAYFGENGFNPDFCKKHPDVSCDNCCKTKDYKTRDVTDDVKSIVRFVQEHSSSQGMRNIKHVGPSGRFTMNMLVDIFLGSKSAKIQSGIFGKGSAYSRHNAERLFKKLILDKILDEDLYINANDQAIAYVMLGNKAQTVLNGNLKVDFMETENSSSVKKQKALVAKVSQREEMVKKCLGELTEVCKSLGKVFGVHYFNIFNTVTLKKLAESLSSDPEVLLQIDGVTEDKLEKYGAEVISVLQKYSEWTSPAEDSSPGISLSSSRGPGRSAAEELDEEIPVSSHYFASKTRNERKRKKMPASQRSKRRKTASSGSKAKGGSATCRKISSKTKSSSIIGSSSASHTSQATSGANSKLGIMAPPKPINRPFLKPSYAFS
# Pol beta inh – blocks human DNA polymerase beta activity. hit rate 1.3% among 340,000. Pol beta primer extension/strand displacement, fluorescence kinetic. AID 485314. Potency, µM (titrated, usually from 114 µM), without a hit: top-dose activity change, negative = inhibition, hits mostly inhibitors; further: potency means the concentration at half of the fitted maximal effect; on the % scale 0 is the no-effect control and ±100 the full control effect
#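 Values derive from four-parameter Hill fits of normalized kinetic data: reads at 0 and 10 min following addition of 50 nM substrate to 10 nM Pol beta preincubated 15 min with compound.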
# GRP78 ERSR act – inducers of ER stress response in human glioma cells | U87-MG GRP78 promoter luciferase reporter, 16 h | hit rate 0.02% among 420,000 | Potency, µM, for the others: at the highest dose activation, most hits filed as activators; further: potency means the concentration at half of the fitted maximal effect; series mostly up to about 76 µM; % of control where 0% means no effect; nearly all actives have a fitted effect of over 35% in size
#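 Stably transfected U87-MG human glioma cells carrying a GRP78-based luminescent sensor were seeded at 1000 cells/well, pin-dosed with compounds and incubated 16 h. Luciferase reagent was then added, and end-point luminescence was read after 10 min at room temperature.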
# APEX1 inh – blocks human APE1 abasic DNA cleavage | hit rate 0.35% among 350,000 | recombinant APE1, TAMRA/BHQ-2 abasic DNA cleavage fluorescence | Potency, µM (doses to about 65.8 µM), for the others: at the highest dose activity change, negative = inhibition, usual class: inhibitors;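 further: potency means the concentration at half of the fitted maximal effect; plate controls were vehicle for no effect and reference inhibitor for full effect; nearly all actives have a fitted effect of over 55% in size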
#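 0.75 nM APE1 + cpd, 15 min RT; start w/ 50 nM TAMRA/BHQ-2 THF-abasic dsDNA; kinetic fluor 525/598 nm ×3 reads @60 s; Δ(read3−read1); normalized to DMSO and NSC13755 control wells.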
# POLK inh – DNA polymerase kappa (human) inhibition; Q9UBT6; Potency, µM (top dose mostly 107 µM), inactives show top-dose activity, negative = inhibition, hits mostly inhibitors; hit rate 0.53% among 400,000; purified Pol kappa, fluorescent DNA synthesis assay, 10 min; further: potency means the concentration at half of the fitted maximal effect; on the % scale 0 is the no-effect control and ±100 the full control effect
#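 Readout: fluorescence, taken kinetically at 0 and 10 min. Conditions: 10 nM Pol kappa, 15 min RT compound preincubation, 50 nM substrate final. Controls: enzyme-free buffer wells.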
# LDHA inh – LDHA (human) enzyme inhibition | hit rate 0.15% among 480,000 | activity change, % (values are at about 110 or 230 µM) | purified LDHA, NADH/diaphorase-resazurin fluorescence; stronger effect = lower value; in the data active means activity change below about -30%; inconclusive means mostly about -25% to -30%;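 further: plate controls were DMSO wells for no effect and wells without enzyme for full effect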
#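 Human LDH5 at 2 nM final in Tris HCl pH 7.4 with 0.06 mM NADH and 0.2 mM pyruvate, reacted 5 minutes at room temperature. Remaining NADH coupled via diaphorase/resazurin; resorufin fluorescence read at 0 and 20 minutes, normalized to enzyme-free and DMSO wells.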
# Pol eta inh – blocks human DNA polymerase eta activity; recombinant Pol eta, fluorescent DNA replication assay; hit rate 1.2% among 390,000; Potency, µM (titrated, usually from 114 µM), for inactives: top-dose activity change, negative = inhibition, usual class: inhibitors; Q9Y253; further: potency means the concentration at half of the fitted maximal effect; on the % scale 0 is the no-effect control and ±100 the full control effect
#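 Fluorescent replication assay: 50 nM final substrate added after a 15 min room-temperature compound preincubation with 10 nM enzyme. Signal taken at 0 min and again at 10 min.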
# Anesthetic bind – binds horse apoferritin like a general anesthetic | apoferritin/1-aminoanthracene competitive binding, fluorescence | Potency, µM (doses to about 77.5 µM), for inactives: top-dose activity change, negative = displacement, hits mostly inhibitors | hit rate 0.074% among 350,000; further: potency means the concentration at half of the fitted maximal effect; on the % scale 0 is the no-effect control and ±100 the full control effect; nearly all actives have a fitted effect of over 20% in size
#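 Horse-spleen apoferritin (10 uM) was mixed with 50% saturated 1-aminoanthracene in PBS, exposed to compounds for 10 min at room temperature, and read for fluorescence (ex 380 nm, em 535 nm). Competitive displacement was fitted with a four-parameter Hill equation.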
# POLI inh – DNA polymerase iota (human) inhibition; Q9UNA4; Pol iota fluorescent replication assay, 10 min; Potency, µM (top dose mostly 115 µM), inactives show top-dose activity, negative = inhibition, actives largely listed as inhibitors; hit rate 1% among 390,000; further: potency means the concentration at half of the fitted maximal effect
#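 Fluorescent replication assay read twice, at 0 min and 10 min after adding 50 nM (final) substrate. Enzyme (10 nM) and compounds were first incubated 15 min at room temperature; enzyme-free buffer wells were negative controls.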
# Active calls of the source: *; u = inconclusive; x = no result given; & = joins results of further samples; [ ] = another dose, or the depositor's remark. Unless noted, the call rests on the fitted dose curve; in most records, active means well fitted curve in the direction sought with a large enough effect; inconclusive means small, poorly fitted or top-dose-only effect, or another doubt; inactive means no such curve, though single readings can be large; an effect the other way counts as inactive or inconclusive. Not all compounds are listed; count on the stated rates, not on these rows.
SMILES,BLM inh,Pol beta inh,GRP78 ERSR act,APEX1 inh,POLK inh,LDHA inh,Pol eta inh,Anesthetic bind,POLI inh
COc1ccc(OCCSc2nnc(Cc3cccc4ccccc34)n2N)cc1,-3%,0%,-2%,3%,-9%,-10,-13%,-19%,6%
CN(C(=O)COc1ccccc1C(=O)NCCOc1ccccc1)c1ccccc1,2%,3%,-9%,-4%,-7%,0,1%,0%,3%
CCCS(=O)(=O)N1CCN(CCCc2ccccc2)CC1,2%,9%,-2%,1%,-2%,-16,1%,-9%,-8%
COC(=O)[C@@]1(Cc2ccc(OC)cc2)[C@H]2c3cc(C(=O)N4CCCC4)n(CCN4CCOCC4)c3C[C@H]2CN1C(=O)c1ccccc1,-4%,x,x,-5%,x,0,x,6%,x
Cc1onc(-c2c(Cl)cccc2Cl)c1C(=O)ONC(=O)c1ccccc1,-1%,9%,-3%,-3%,1%,-3,-18%,-7%,28%
CCCC1=Nc2cc(C(=O)NCCOC)ccc2Sc2ccccc21,-3%,-17%,x,x,0%,2,x,-12%,1%
CCOP(=O)(/C(C#N)=C(/O)c1ccccc1)c1ccccc1 (stereo unspecified),-3%,38%,-9%,8%,-1%,-9,-21%,11%,42%[activator]
COc1cccc2c1Oc1ncccc1N(C(=O)CCC(=O)NCc1cccc(C)c1)C2,2%,27%,-5%,43%[activator],-45%,-3,-7%,-8%,40µM*
CN1CCc2c(OCc3ccc(F)cc3)cccc2C1=O,-5%,36%[activator],-5%,8%,-3%,1,-17%,-15%,104%[activator]
Cc1ccc(NC(=O)CN2CCOCC2)cc1C,0%,7%,-1%,7%,-3%,-2,-18%,-2%,104%[activator]
COc1ccc(CNC(=O)c2ccc(Cl)c(S(=O)(=O)N3CCOCC3)c2)cc1OC,x,x,-4%,-21%,-6%,-2,-21%,x,-12%
CSc1nc2c(c(=O)[nH]1)C(c1cccc(Cl)c1)CC(=O)N2 (stereo unspecified),0%,35%,1%,25%,-6%,-4,-4%,0%,-8%
Cc1cccc2c(N=O)c(O)[nH]c12,-16%,-6%,-3%,3%,-21%,-2,35µM*,-7%,-21%
Cc1nnsc1C(=O)N1CCCC(N2CCN(c3ccc(F)cc3)CC2)C1 (stereo unspecified),-1%,u,-5%,1%,-6%,2,-24%,-5%,9%
Nn1c(SCC(=O)Nc2ccc(S(N)(=O)=O)cc2)nnc1-c1ccco1,-1%,19%,-5%,13%,-1%,-7,-11%,-9%,31%[activator]
COc1ccc(Cc2nc(=S)[nH][nH]2)cc1Br,-4%,7%,-4%,1%,1%,-5,-18%,-17%,72%[activator]
CCC(=O)Nc1ccc(S(=O)(=O)Nc2ccccn2)cc1,1%,5%,-5%,9%,-5%,0,2%,-2%,17%
O=C(CN1C(=O)c2ccccc2C1=O)Nc1cc(C(=O)O)cc(C(=O)O)c1,0%,17%,-5%,21%,16%,1,-3%,5%,25%
O=C(CC1(O)C(=O)Nc2ccccc21)c1cccc(-n2cccc2)c1 (stereo unspecified),-5%,1%,-3%,16%,-13%,0,2%,-9%,-6%
COc1ccc(-c2noc(CCC(=O)NCCc3ccccc3)n2)cc1,-1%,2%,0%,63%[activator],-3%,-8,-18%,2%,144%[activator]
Cc1cc2ncn(C(=O)N3CCCCCC3)c2cc1C,1%,-1%,2%,4%,-1%,-5,-10%,-14%,3%
CC(C)Oc1ccc(N2CC(C(=O)NC3=NCCS3)CC2=O)cc1 (stereo unspecified),-4%,14%,-5%,0%,2%,-9,-1%,u,-7%
CC(=O)Nc1ccc(NS(=O)(=O)c2cc(Cl)ccc2Cl)cc1,-1%,10%,-2%,-3%,-8%,-9,5%,-14%,25%
Cc1c2cnn(CC(=O)N3CCN(c4ccc(F)cc4)CC3)c(=O)c2c(C)n1Cc1ccc(F)cc1,0%,9%,-2%,x,-2%,4,-13%,u,12%
Cc1ccc(C)c(N(CC(=O)N/N=C/c2ccc(-c3ccc([N+](=O)[O-])cc3)o2)S(=O)(=O)c2ccccc2)c1,-3%,2%,-1%,0%,-9%,-4,-2%,-20%,398%[activator]
Nc1ccccc1SCC(=O)Nc1ccc2c(c1)OCCO2,-6%,4%,-1%,13%,-4%,9,-13%,-10%,1%
NC(=O)c1c(NC(=O)c2cccc(N3C(=O)CCC3=O)c2)sc2c1CCCCC2,-8%,7%,3%,1%,-10%,-7,-3%,0%,u
O=C1c2ccccc2C(=O)N1CCn1nc(Cl)nc1Cl,-2%,-2%,-1%,0%,-17%,-3,0%,-3%,4%
COc1ccccc1CNC(=O)c1oc2ccc(S(=O)(=O)N3CCOCC3)cc2c1C,-6%,-1%,-3%,-12%[12.4 µM],0%,-13,4%,-16%,45%[activator]
CC1CCN(c2c(NCc3ccc(C(=O)NCC4COc5ccccc5O4)cc3)c(=O)c2=O)CC1 (stereo unspecified),x,x,4%,x,-5%,-9,-12%,x,3%
CCc1c(C)sc2c1CCN(Cc1ccccc1C#N)C2c1ccccc1 (stereo unspecified),-5%,1%,0%,x,-2%[60.1 µM],-1,-19%,u,-19%
CCCCn1c(N)c(N(CCC(C)C)C(=O)COC(=O)c2ccccc2)c(=O)[nH]c1=O,-2%,0%,-4%,-5%,-2%,-7,-17%,-1%,103%[activator]
O=C(O)c1ccccc1NCc1cccs1,-3%,0%,-4%,-6%,1%,5,2%,-11%,4%
COc1ccccc1OCC(=O)NNC(=O)C(=O)N1CCCC1,-2%,3%,-4%,3%,-1%,0,-2%,-9%,175%[activator]
Cc1oc2c(c(C)cc3oc(=O)c(CC(=O)NCCc4ccccc4)c(C)c32)c1C,-2%,13%,-2%,x,-4%,-9,-11%,-7%,-6%
O=C(c1ccco1)n1nc(NCc2ccccc2)nc1NCc1ccccc1,-9%,-14%,-2%,9%,-11%,-8,-13%,-9%,8%
COCC(C)n1c(C)cc(C(=O)CSc2nc3ccccc3c(=O)[nH]2)c1C (stereo unspecified),-12%,10%,4%,13%,-14%,-10,-11%,-10%,6%
COC(=O)c1sc(S(=O)(=O)Nc2ccc(C)cc2)c(C(=O)OC)c1C,1%,-2%,0%,-8%,-13%,-4,-18%,5%,203%[activator]
COc1cccc(N2CCN(C(=O)c3ccc(CS(=O)c4ccccc4C)o3)CC2)c1 (stereo unspecified),2%,1%,-7%,40%,3%,5,-14%,-11%,67%[activator]
Cc1ccc(N(CC(=O)NCc2ccc(F)cc2)S(=O)(=O)c2c(C)n[nH]c2C)cc1,-3%,3%,-6%,63%,18%,4,-17%,-8%,26%

# The final 4 entries of the part above are carried over, then new ones follow:
SMILES,BLM inh,Pol beta inh,GRP78 ERSR act,APEX1 inh,POLK inh,LDHA inh,Pol eta inh,Anesthetic bind,POLI inh
COCC(C)n1c(C)cc(C(=O)CSc2nc3ccccc3c(=O)[nH]2)c1C (stereo unspecified),-12%,10%,4%,13%,-14%,-10,-11%,-10%,6%
COC(=O)c1sc(S(=O)(=O)Nc2ccc(C)cc2)c(C(=O)OC)c1C,1%,-2%,0%,-8%,-13%,-4,-18%,5%,203%[activator]
COc1cccc(N2CCN(C(=O)c3ccc(CS(=O)c4ccccc4C)o3)CC2)c1 (stereo unspecified),2%,1%,-7%,40%,3%,5,-14%,-11%,67%[activator]
Cc1ccc(N(CC(=O)NCc2ccc(F)cc2)S(=O)(=O)c2c(C)n[nH]c2C)cc1,-3%,3%,-6%,63%,18%,4,-17%,-8%,26%
COCCn1c(C)cc(C(=O)COC(=O)CNC(=O)c2ccccc2)c1C,3%,-1%,-11%,2%,-10%,-1,-3%,-14%,50%[activator]
COc1ccc(/C(C)=N/Nc2nccnc2Cl)cc1,x,x,-1%,5%,-6%,-4,-7%,x,11%
CC(CN1CCOCC1)C(=O)c1ccccc1 (stereo unspecified),1%,26%,-1%,1%,-4%,-9,9%,-9%,-12%
Cc1ccc(NC(=O)c2cc(NC(=O)C3CC=CCC3C(=O)O)ccc2N2CCOCC2)cc1 (stereo unspecified),-3%,27%,1%,1%,-4%,-1,0%,-1%,4%
COc1cc(C(=O)NCC2CCCCC2)ccc1OCc1c(C)noc1C,x,x,-1%,0%,-1%,-10,-18%,x,22%
CCC(NS(=O)(=O)c1ccc(C)cc1)C(=O)N1CCC2(O)CCCCC2C1 (stereo unspecified),-5%,8%,7%,-1%,-14%,-4,-10%,-1%,0%
O=C(CCC(=O)Nc1ccccc1)NNS(=O)(=O)c1ccc(Cl)cc1,-1%,-29%,-2%,7%,4%,1,-6%,-20%,-8%
C[N+]1(CC(=O)Nc2ccc(F)cc2)CCN(C(=O)c2ccco2)CC1,-2%,23%,-4%,-2%,-5%,-15,2%,-5%,5%
N#Cc1c(NC(=O)CSc2nc(-c3ccccc3)cc(C(F)(F)F)n2)sc2c1CCC2,0%,-15%,-5%,5%,1%,-3,-12%,-7%,-2%
O=C(Nc1ccc(SC(F)F)cc1)C1CC(=O)N(Cc2ccccc2)C1 (stereo unspecified),-7%,-6%,0%,-15%,-4%,-2,-16%,-14%,11%
CCCCC(CC)C(=O)Oc1ccc(O)c(C(C)(C)C)c1 (stereo unspecified),-1%,6%,-2%,6%,-21%,7,-16%,-9%,-4%
Fc1ccc2[nH]c3c(c2c1)CN(C(=S)NCc1ccccc1)CC3,1%,7%,-2%,u,-8%,-6,-16%,30%,138%[activator]
CC(C)CCNC(=O)/C=C/c1ccc(Br)cc1,-1%,-22%,8%,2%,-11%,-6,-11%,-9%,16%
Oc1c(CN2CCCC2)cc(COCc2ccccc2)c2cccnc12,x,x,3%,33%&7%,-2%,-7,-18%,x,74%[activator]
COc1ccc(CNC(=O)CCc2nc(-c3ccc(OC)cc3)no2)cc1,2%,24%,3%,x,20%,-5,-27%,-8%,25%
O=S(=O)(c1ccc(-c2cnc(C3CC3)o2)cc1)N1CCN(c2ccccc2F)CC1,-3%,-15%,-3%,x,-7%[60.1 µM],-5,3%,11%,-10%
COc1cccc(-n2c(SCC(=O)Nc3cc(C)on3)nc3c([nH]c4ccccc43)c2=O)c1,-3%,-11%,-5%,2%,-8%,-4,-18%,-6%,-2%
